# Screening results: PubChem BioAssay, The Scripps Research Institute Molecular Screening Center
# OXTR potentiator = human OXTR potentiators, primary screen, fluorescence, CHO-OTR cells, Fluo-8 calcium; Oxytocin receptor (Homo sapiens), P30559; Fluo-8 calcium fluorescence, potentiator mode; 0% = oxytocin EC15, 100% = EC100; activation, % at 3 µM; 0.061% of 320,000 active;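 active means activation above that plate's cutoff, the mean activation of tested compounds plus 3 SD, cut at about 6.6% in these data, passing the limit was not always enough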;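 further: 100% uses oxytocin at 75 nM as the full agonist control; some results filed as inactive read as strong as hits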
#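 Replication – single well per compound, singlicate · Assay system – CHO cell line stably expressing human OTR · Timing – 6 min pre-incubation, 100 s read · Measure – normalized max/min fluorescence ratio, % activation · Doses – 3.0 µM, one dose · Detection – Fluo-8 calcium dye fluorescence · Probe or stimulus – oxytocin near EC15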
# CHO parental Ca = ATP-evoked calcium signal inhibitors, parental CHO, primary screen, counter-screen for OX1R antagonist project, cell-based, fluorescence, Fluo-8 calcium dye; parental CHO-K1, ATP-induced calcium, Fluo-8 fluorescence; inhibition, % at 5.6 µM; 0.63% of 330,000 active; AID 463079, 2010;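 active means inhibition above that plate's mean sample inhibition plus 3 SD, cut at about 26% in these data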;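 further: 0% = ATP-challenged DMSO wells and 100% = DMSO wells without ATP; some compounds past the cut are filed as inactive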
#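 Assay system: untransfected parental CHO cell line. Also added: ATP agonist challenge. Dosing: one dose, 5.6 µM nominal. Measured by: Fluo-8 fluorescence. Read-out: % inhibition. Benchmarks: ATP wells versus no-ATP DMSO wells. Repeats: no replicates.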
# CHO-K1 Ca antag = nonselective inhibitor or artifact in parental CHO-K1 cells; ATP-induced calcium, Fluo-8 fluorescence; 0.6% of 360,000 active; inhibition, % at 3 µM;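 active means inhibition above a per-plate cutoff, the plate's mean sample inhibition plus 3 SD, cut at about 24% in these data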;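 further: 0% = DMSO plus EC80 ATP and 100% = DMSO alone without ATP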
# CHO-K1 Ca PAM = nonselective calcium activators in parental CHO-K1 cells, primary screen, counter-screen for M1 PAM project, cell-based, Fluo-8 calcium fluorescence, full deck, 1536-well. 0.02% of 360,000 active. activation, % at 3 µM. ATP EC20; 0% at ATP EC20, 100% at ATP max;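 active means activation above the run cutoff, the mean activation of all test compounds plus 3 SD, cut at about 40% in these data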;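 further: peak over basal fluorescence ratio in a 140 s read after ATP addition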
# TAAR1 ag = human TAAR1 agonists, primary screen, Fluo-8 calcium fluorescence, CHO RD-HGA16 cells | activation, % at 3 µM | 0.99% of 360,000 active | vehicle wells 0%, saturating PEA agonist 100%;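 active means activation above the mean activation of all test compounds in the run plus 3 SD, cut at about 38% in these data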
# Target sequence (Q96RJ0 whole entry, looked up): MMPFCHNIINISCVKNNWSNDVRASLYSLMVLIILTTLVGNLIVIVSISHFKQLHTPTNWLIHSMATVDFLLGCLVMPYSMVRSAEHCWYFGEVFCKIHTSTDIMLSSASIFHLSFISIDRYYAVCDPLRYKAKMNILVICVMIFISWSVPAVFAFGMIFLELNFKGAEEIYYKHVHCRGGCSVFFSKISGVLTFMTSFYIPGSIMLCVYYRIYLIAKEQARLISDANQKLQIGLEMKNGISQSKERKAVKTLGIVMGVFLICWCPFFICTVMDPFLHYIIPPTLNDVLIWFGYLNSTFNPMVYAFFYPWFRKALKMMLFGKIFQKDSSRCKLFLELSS
#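 System: CHO-derived RD-HGA16 cells with stable Gα16 and human TAAR1. Times: 17-24 h plating, Fluo-8 75 min 37 °C, 30 min RT. Measured by: calcium-sensitive Fluo-8 signal, excitation 470-495, emission 515-575 nm. Read-out basis: % activation relative to PEA EC100 response. Control set: DMSO and PEA EC100. Repeats: no replicates (n 1).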
# CHO-K1 Ca ag = counter-screen for M1 agonists: effect in parental CHO-K1 cells | Fluo-8 calcium fluorescence; scaled to maximal ATP response, vehicle zero | activation, % at 3 µM | 0.48% of 360,000 active | AID 602248, 2012; in the data active means activation above about 15%;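 further: untransfected CHO-K1 host cells lacking M1 receptor as counterscreen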
# M1 ag = human M1 muscarinic receptor agonists, primary screen, Fluo-8 calcium fluorescence, CHO-K1 cells, HTS | activation, % at 3 µM | 0.33% of 360,000 active | CHO-K1 hM1, agonist mode; 0% DMSO, 100% acetylcholine EC100 | Muscarinic acetylcholine receptor M1 (Homo sapiens), P11229 | AID 588814, 2011;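 active means activation above the run's mean compound activation plus 3 SD, cut at about 16% in these data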;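 further: peak over basal fluorescence ratio within a 140 s kinetic read after compound addition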
# TAAR1 antag = human TAAR1 antagonists, primary screen, Fluo-8 calcium fluorescence, CHO RD-HGA16 cells | inhibition, % at 3 µM | 1.5% of 360,000 active | Trace amine-associated receptor 1 (Homo sapiens), Q96RJ0 | antagonist;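 active means inhibition above a per-plate cutoff, the mean inhibition of test compounds on that plate plus 3 SD, cut at about 49% in these data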;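 further: 0% = DMSO plus EC80 beta-PEA response and 100% = DMSO alone without agonist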
#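 Test system – hTAAR1-expressing CHO RD-HGA16 cells, Gα16-coupled · Also added – β-PEA at EC80 concentration, post-compound challenge · Compound – 3 µM, single point · Incubation – dye loading 75 min at 37 °C, then 30 min room temperature · Measured by – Fluo-8 intracellular calcium dye fluorescence, real-time kinetic reads · Benchmarks – vehicle and agonist controls · Replicates – singlicate, one well per test compound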
# V1R ag counter = agonists of human V1a receptor, primary screen, counter-screen for OXTR agonist project, fluorescence, CHO-V1R cells; Vasopressin V1a receptor (Homo sapiens), P37288; Fluo-8 calcium fluorescence, agonist mode; 0% DMSO, 100% 3 nM vasopressin; activation, % at 3 µM; 0.25% of 320,000 active; AID 2797, 2010;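 active means activation above the mean activation of all tested compounds plus 3 SD, per screening run, cut at about 20% in these data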;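 further: signal is peak over basal fluorescence ratio across a 100 second FLIPR read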
# Target sequence (P37288 whole entry, looked up): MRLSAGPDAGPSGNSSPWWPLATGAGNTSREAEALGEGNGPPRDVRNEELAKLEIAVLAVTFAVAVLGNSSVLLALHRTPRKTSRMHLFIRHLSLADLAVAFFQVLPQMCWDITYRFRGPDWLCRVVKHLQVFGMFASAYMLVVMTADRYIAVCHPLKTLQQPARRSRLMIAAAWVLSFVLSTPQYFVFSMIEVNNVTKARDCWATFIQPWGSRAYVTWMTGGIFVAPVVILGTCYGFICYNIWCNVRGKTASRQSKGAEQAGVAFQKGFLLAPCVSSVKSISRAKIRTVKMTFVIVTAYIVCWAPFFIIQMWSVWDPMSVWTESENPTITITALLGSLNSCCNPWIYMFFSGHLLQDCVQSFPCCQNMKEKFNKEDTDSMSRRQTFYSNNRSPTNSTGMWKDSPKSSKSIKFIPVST
# Starred values were filed as active, the others as inactive; . = no result given.
SMILES,OXTR potentiator,CHO parental Ca,CHO-K1 Ca antag,CHO-K1 Ca PAM,TAAR1 ag,CHO-K1 Ca ag,M1 ag,TAAR1 antag,V1R ag counter
Cc1nn(CC(=O)NC2C(=O)N3C(C(=O)O)=C(CSc4nnnn4C)CSC23)cc1Br (stereo unspecified),-11,2,-20,16,15,0.7,-3,-1,0.4
Oc1ccc(C[C@H]2CNC(=S)N2CC2CCCN2C[C@H](Cc2ccc(O)cc2)N2C[C@H](Cc3ccccc3)N(CCc3ccccc3)C2=S)cc1 (stereo partly specified),.,.,-11,10,0,1.0,-6,-21,.
CC(=O)c1c(C(C)=O)c(C)n(-c2nc(-c3ccccc3)c(C)s2)c1C,-12,-12,-6,26,6,1.6,-3,-8,17
CN(C(=O)CN1CCN(c2cc(-c3ccc(-c4ccccc4)cc3)ncn2)CC1)c1ccccc1,.,.,8,7,8,8.7,0,44,.
CCN(C(=O)CCc1nnc2ccc(N3CCC4(CC3)OCCO4)nn12)c1ccccc1,-8,-9,-6,-16,0,0.8,-8,-15,0.3
Cc1ccc(NC(=S)NC(=O)c2ccc(Br)o2)c(C)c1,-5,-2,9,3,8,19*,-12,7,-0.6
O=C(COC(=O)c1ccc2c(c1)C(=O)N(Cc1ccco1)C2=O)NCC(F)(F)F,-4,-1,7,13,-3,-0.6,0,-8,0.0
COc1ccc(CCNCC(O)COc2ccc(OC)cc2C(C)(C)C)cc1 (stereo unspecified),-12,13,-3,17,66*,6.0,-2,33,24*
CCc1cc2c(C)ccc(C)c2nc1SCC(=O)Nc1c(C)[nH]c(=O)[nH]c1=O,3,-2,-4,17,0,0.5,-6,-10,1.1
CC1CCCC(C)N1CCCNC(=O)CCn1c(=O)c2cccn2c2cccnc21 (stereo unspecified),-6,-1,-10,13,3,0.9,-5,-16,0.4
CCOC(=O)C(=CNNc1cccc(Cl)c1)C(=O)OCC,-4,-13,-10,16,6,1.3,-3,-119,0.5
CCC(=O)N/C(=N/c1nc(C)cc(C)n1)Nc1cccc(OC)c1,-1,-29,-8,10,13,0.0,-4,-21,-1.3
COc1ccc(-c2cc(-c3ccccc3)c(C#N)c(SCC(=O)O)n2)cc1,-5,5,-13,18,5,0.9,-1,-15,-0.2
CCOc1ccc(OCC(=O)OCC(=O)N2CCN(C(=O)c3ccco3)CC2)cc1,0,-13,-4,-9,2,0.1,-2,-5,-0.6
COc1cc(CN2C[C@@H](CO)O[C@@H](n3cnc4c(N5CCOCC5)ncnc43)C2)cc(OC)c1OC,.,.,1,-12,2,0.4,-1,-24,.
Fc1cccc(/C=N/Nc2cc(N3CCOCC3)ncn2)c1,-11,-9,-17,23,12,0.9,-4,9,-0.6
CCOc1ccc(CCNc2ccc3nnc(-c4ccccc4)n3n2)cc1OCC,-8,-16,3,16,2,1.5,-5,28,0.1
CS(=O)(=O)c1ccc(C(=O)OCC(=O)NCc2cccs2)cc1[N+](=O)[O-],-2,2,-17,15,1,0.0,-2,-10,0.3
NC(=O)c1cn(-c2ccccc2)nc1-c1cc2ccccc2oc1=O,-11,-20,-3,14,4,0.4,-4,1,-0.2
Cc1ccc(OCC(=O)Nc2ccccc2F)cc1,-13,-6,4,-8,-2,-0.1,-5,-7,-0.6
CCOC(=O)c1c(C2CC2)csc1NC(=O)COC(=O)c1cnc(Cl)c(Cl)c1,-6,-11,11,-7,1,8.0,-5,-17,0.8
CN(C)c1nc(OCCOC(=O)c2ccccc2)nc(N(C)C)n1,0,-15,-13,25,39*,4.0,3,11,3.7
Cc1sc2nc(CN3CCOCC3)nc(N3CCOCC3)c2c1C,-2,-10,1,14,2,0.0,-4,-10,-0.6
O=C(NCC1(c2ccccc2)CCOCC1)c1ccc(Br)o1,-8,-4,-6,19,3,2.8,-3,5,-0.1
O=C(CCC(=O)Nc1ccccc1)NNC(=O)c1ccccc1Cl,-16,-13,1,-4,1,2.0,-3,31,0.7
CCC(C)C(=O)Nc1ccc(OC)cc1OC (stereo unspecified),-1,-1,1,-11,5,-0.4,4,14,0.9
Cc1cc2oc(C(=O)Nc3cccnc3)c(C)c2cc1C,-2,1,9,-3,1,-0.2,0,-3,0.1
COC(=O)c1cccc(N2C(=O)C[C@](Sc3ccc(C)cc3)(C(=O)OC)[C@H]2c2ccccc2)c1,.,.,-4,5,7,6.5,.,82*,.
Cc1ccc(NC(=O)CN2C(=O)C(C)Oc3ccccc32)nc1 (stereo unspecified),1,-10,-10,16,.,0.8,0,.,-0.1
Cc1ccc(-n2nnnc2-c2cnc3cc4c(cc3c2C)OCO4)cc1,-13,-11,1,9,1,0.6,-3,-9,4.8
COc1cc(OC)c(NC(=O)CCNC(=O)Cn2ccc3ccccc3c2=O)cc1Cl,0,-5,-6,12,9,0.1,-3,9,-0.5
CN1CCN(CCCNC(=O)c2ccc(/C=C3\Sc4ccccc4N(Cc4ccc(F)cc4)C3=O)cc2)CC1,.,.,-3,17,12,5.8,-5,19,.
COc1ccc(/C(C)=N/N2C(=O)c3ccccc3NC2c2ccc(O)c(OC)c2)cc1 (stereo unspecified),3,-9,-11,-12,1,3.3,0,-3,0.3
S=C(NC1CCCCC1)N1CCn2cccc2C1c1ccncc1 (stereo unspecified),-10,-20,-2,8,2,0.7,-4,-2,0.9
CCn1nc(C(=O)OCC(=O)c2ccc3c(c2)OCCO3)c2ccccc2c1=O,-3,-25,7,-4,3,0.0,-2,-1,0.7
COc1ccc(C(=O)NCc2ccccc2CN2CCCC2)cc1S(=O)(=O)N1CCOCC1,.,.,8,6,1,1.8,-7,6,.
CCN1CCN(c2cc(C)c3cc(NC(=O)c4cnccn4)ccc3n2)CC1,-2,-8,6,0,-1,-0.4,0,7,-0.2
O=C(NCc1cccnc1)c1cc(-c2ccco2)on1,0,0,1,-11,.,-0.1,-4,.,0.1
COC(=O)c1ccc(NC(=O)CCN2CCN(Cc3ccccc3)CC2)cc1,-8,-18,-13,22,6,1.2,-8,-20,1.4
COc1ccc(S(=O)(=O)Nc2ccc(F)c(Cl)c2)cc1OC,-24,-13,-2,16,14,2.4,3,-2,6.1
CN(CC(=O)N1CCc2[nH]c3ccc(F)cc3c2C1)CC1OCCO1,-9,11,.,.,2,.,.,6,0.2
COc1ccc(/C=N/Nc2nc(C)nc(N)n2)cc1,1,-9,-5,19,8,0.1,-5,-28,0.8
c1cc(CN2CCN(C3CCCCCC3)CC2)ccn1,-8,-10,-15,19,0,1.1,-8,-2,0.2
O=C(CN(C(=O)CNC(=O)c1ccco1)c1ccc2c(c1)OCO2)NC1CCCCC1,-14,-13,-7,16,17,0.2,-2,1,0.8
Cc1nn(C2CCS(=O)(=O)C2)c(C)c1CN(C)C(=O)c1ccc(S(=O)(=O)N(C)C)cc1 (stereo unspecified),1,0,-14,3,2,0.1,-3,0,1.3
COc1cccc(N=Nc2c(N)[nH]n3c(=O)c4c(nc23)CCCC4)c1,-6,-21,5,16,-1,2.5,-9,6,-1.9
CCCN(Cc1cc2cc(OC)ccc2[nH]c1=O)C(=O)c1ccco1,-2,-21,-8,10,2,0.5,-3,-6,0.2
O=C(C1CCCCC1)N1CCC(n2nnc3ccccc32)CC1,-10,-4,-7,13,8,0.6,-3,-1,0.2
COc1ccccc1C(=O)NC(=O)COC(=O)c1ccc(Br)o1,.,.,1,4,0,1.6,-4,-9,.
CC(=O)c1ccc(S(=O)(=O)NCCOc2ccccc2)cc1,.,.,-3,1,1,1.4,-2,-17,.
CCCCn1cnc2c(SCCc3ccccc3)nc(N)nc21,.,.,-5,6,-1,-0.3,-3,-4,.
Cc1cccc(C)c1Nc1c(-c2ccc(N3CCOCC3)cc2)nc2cnccn12,3,-11,-17,16,3,1.2,-1,-40,-0.4
COC(=O)c1ccc(NC(=S)NC2CC3CCC2C3)cc1 (stereo unspecified),-11,2,13,11,8,16*,-4,1,9.5
O=C(CSc1nnc(Cc2ccccc2)n1Cc1ccco1)NC12CC3CC(CC(C3)C1)C2,-10,-23,-16,8,7,4.0,-9,13,-0.6
